LYP phosphatase: PTPN22 lymphoid phosphatase activity blockers – biochemical, fluorescence intensity, uHTS (AID 1779); 290,000 compounds, 0.054% hits; recombinant LYP phosphatase, fluorescence intensity; higher % means a stronger effect; one-dose inhibition, % at 11.5 µM; IC50 in µM for titrated hits; in the data active = inhibition above about 50%;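 note: plate controls were vehicle with enzyme for no effect and no enzyme for full effect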
Dengue-2 NS5 capping: flavivirus cap methylation enzyme inhibition – biochemical, confirmation dose response, primary screen (AID 588689); 340,000 compounds, 0.3% hits; inhibition, % at 25 µM, or IC50 in µM where a hit was titrated; Dengue-2 NS5 methyltransferase capping enzyme assay, biochemical; higher % means a stronger effect; in the data active = a potency from the dose series; inconclusive = inhibition above about 29% without an active follow-up result
AID2073: inhibitors of Mint1-CaV2.2 protein interaction, biochemical, HTRF (AID 2073); inhibition, % at 20 µM; hits with a dose series show IC50 in µM; 290,000 compounds, 0.19% hits; HTRF protein-protein interaction, Mint1-CaV2.2; higher % means a stronger effect; in the data active = inhibition mostly above about 51%, no sharp cut-off; inconclusive = no clear call, values can overlap the other calls; inactive = mostly below about 53%; note: some results filed as inactive read as strong as hits
WT yeast gro inh: growth inhibition of WT yeast, mitochondrial fusion screen | AID 1362 | inhibition, % at 10 µM | mitochondrial fusion phenotypic screen, WT strain | 190,000 compounds, 2.1% hits; in the data active = inhibition above about 58%; tested in S. cerevisiae
GPR35 arrestin U2OS: GPR35 antagonists blocking zaprinast-driven arrestin recruitment, primary screen, imaging, U2OS, beta-arrestin-GFP, zaprinast agonist (AID 2058) | inhibition, % at 10 µM; hits with a dose series show IC50 in µM | U2OS GPR35 beta-arrestin-GFP translocation imaging, zaprinast antagonism; higher % means a stronger effect | 290,000 compounds, 0.052% hits;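 active = inhibition of at least 50% with at least 30 cells and total cytoplasm GFP at most 10,000,000; inconclusive = under 30 cells or total GFP of 10,000,000 plus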
NTR1 agonist: agonists of NTR1, primary screen, imaging, U2OS cells, beta-arrestin-GFP, high content (AID 493036). P30989. NTR1-U2OS beta-arrestin-GFP spot imaging, agonist mode. activation, % at 20 µM. 330,000 compounds, 0.17% hits;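 active = activation at or above 40% of the spot to cytoplasm intensity ratio, with at least 20 cells analyzed; inconclusive = wells under 20 cells, flagged as cytotoxic or low count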;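 note: 0% = DMSO without peptide and 100% = 100 nM NTR1 peptide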
Target sequence (P30989 whole entry, looked up): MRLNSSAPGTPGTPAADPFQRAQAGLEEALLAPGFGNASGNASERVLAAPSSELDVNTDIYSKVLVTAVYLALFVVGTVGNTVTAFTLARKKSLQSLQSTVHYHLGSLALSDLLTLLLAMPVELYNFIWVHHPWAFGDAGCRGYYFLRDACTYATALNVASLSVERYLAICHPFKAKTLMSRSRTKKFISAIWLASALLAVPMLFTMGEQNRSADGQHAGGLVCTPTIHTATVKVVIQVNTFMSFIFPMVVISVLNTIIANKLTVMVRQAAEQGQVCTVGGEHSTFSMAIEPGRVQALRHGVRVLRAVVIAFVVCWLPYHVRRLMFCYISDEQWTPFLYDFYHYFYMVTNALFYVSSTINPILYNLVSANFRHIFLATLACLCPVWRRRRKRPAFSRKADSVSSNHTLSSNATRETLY
RSV antiviral HEp-2: inhibition of RSV-induced cytopathic effect – HEp-2 cells, primary 10 µM value included (AID 2391) | HEp-2 cells, RSV-induced CPE inhibition; higher % means a stronger effect | CPE inhibition, % at 10 µM; hits with a dose series show IC50 in µM | 310,000 compounds, 0.13% hits; in the data active = a potency from the dose series; inconclusive = CPE inhibition mostly from about 23% at the one dose, without a potency; inactive = the rest, 99 in 100 with CPE inhibition below about 21%; note: strong numbers were not always called active
K1F lysis inhibition: protection from phage-mediated lysis, alamar blue read-out – E. coli UTI89, K1F phage, bacterial capsule biogenesis inhibitors (AID 488966) | E. coli UTI89 K1F phage lysis, alamar blue, 2 h; higher % means a stronger effect | inhibition, % at 100 µM; hits with a dose series show IC50 in µM | 340,000 compounds, 0.02% hits;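 active = phage lysis inhibition, versus mean bacterial control, above a set limit; inconclusive = no clear call, values can overlap the other calls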;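 note: capsule biogenesis inhibitors block K1F phage lysis so surviving cells raise fluorescence; higher fluorescence means more inhibition of phage lysis; actives were called in the ten point dose series up to 300 µM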
Autophagy HCS: modulators of autophagy; MEF GFP-LC3 puncta imaging; test concentration mostly 10 µM; calls only at 10 µM (by protocol); 190,000 compounds, 0.98% hits;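 active = percentage of spot-positive cells more than 3 SD above its plate mean, without a fluorescence outlier flag or 80% toxicity; inconclusive = no clear call, values can overlap the other calls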;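 note: spot-positive cell cutoff set from DMSO-treated cells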
WT yeast gro inh mutant strain: further read-out of WT yeast gro inh, marked with its call; inhibition, %; mitochondrial fusion phenotypic screen, mutant strain inhibition
Autophagy HCS cell loss 18 h: further read-out of Autophagy HCS, marked with its call; toxicity, %; measured here: cell loss, nuclei count;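 cell loss after 18 h compound exposure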
NTR1 agonist cell count 20 µM: also measured in NTR1 agonist; calls as there; cell count; measured here: cell count, cytotoxicity flag
Dengue-2 NS5 capping pilot replicate: recorded beside Dengue-2 NS5 capping, whose call it bears; inhibition, %; measured here: pilot screen replicate inhibition
Active calls of the source: *; i = inactive; u = inconclusive; x = no result given; [ ] = dose if it differs, or a comment.

SMILES	LYP phosphatase	Dengue-2 NS5 capping	AID2073	WT yeast gro inh	WT yeast gro inh mutant strain	GPR35 arrestin U2OS	NTR1 agonist	NTR1 agonist cell count 20 µM	RSV antiviral HEp-2	K1F lysis inhibition	Autophagy HCS	Autophagy HCS cell loss 18 h	others
CCN(CC)CC#CC(O)(c1ccccc1)c1ccccc1	-6%	2%	-23%	-11	4	-4%	-1.2	43	-2.0%	1.1%	i	4
C=CCNC(=O)c1c[nH]c2ccc(S(=O)(=O)N(C)c3ccc(OCC)cc3)cc2c1=O	-3%	-2%	3%	x	x	1%	5.4	73	12%	-0.6%[50 µM]	x	x
COC(=O)Cn1c(CCS(=O)(=O)c2ccc(C)c(C)c2)nc2ccccc21	-5%	2%	-11%	-7	-16	8%	-0.6	38	2.0%	3.5%	i	15
O=C(CCN1C(=O)/C(=C\c2ccccc2)SC1=S)NNC(=O)c1ccncc1	-6%	x	29%	x	x	-3%	-0.6	31	x	x	x	x
COC(=O)/C=C/c1ccccc1S(=O)(=O)N(Cc1ccccc1)Cc1ccco1	-6%	-6%	11%	x	x	-15%	-3.1	62	7.7%	0.2%	x	x
CSCCC(NS(=O)(=O)c1ccccc1F)C(=O)N1CC=C(c2ccccc2)CC1 (stereo not given)	7%	-4%	1%	x	x	6%	1.0	67	2.1%	0.6%	x	x
O=C1NCC(c2ccccc2)C1C(=O)N/N=C/c1ccc(Cl)s1 (stereo not given)	0%	7%	16%	1	-3	26%	1.1	92	-1.3%	-2.0%	i	0
CC(C)(C)c1cc(Cl)ccc1OCCOCCN1CCCC1	2%	0%	-5%	x	x	10%	1.1	60	-1.2%	3.9%	x	x
CN(C)S(=O)(=O)c1cccc(NC(=O)COC(=O)c2c[nH]c(=O)[nH]c2=O)c1	2%	-4%	-3%	-12	-6	-1%	-0.8	50	-2.4%	0.2%	i	-2
CCN(CC)S(=O)(=O)c1ccc(NC(=O)c2c(-c3ccccc3)noc2C)cc1	-4%	2%	27%	1	-7	-2%	-1.6	78	2.5%	i	i	2
CCOC(=O)C1CCN(Cc2cc(C(C)(C)C)c(O)c(C(C)(C)C)c2)CC1	-1%	-5%	-4%	-2	-14	10%	-0.1	65	2.7%	-0.2%	i	14
CCC(C(=O)NCCCN1CCN(CC)CC1)n1nc(C)n2c(cc3occc32)c1=O (stereo not given)	-7%	-11%	4%	x	x	7%	-0.5	63	2.9%	0.3%	x	x
COCCNC(=O)c1cc2nc(-c3ccccc3)cc(C)n2n1	-6%	x	31%	-8	-3	7%	0.5	56	-1.1%	-0.1%	i	0
O=C(COc1ccc(Br)cc1)N(CCO)CCO	4%	-4%	2%	-9	-7	-3%	-0.5	59	0.0%	0.4%	i	6
O=C1COc2ccc(C(=O)COC(=O)C3CC(O)CN3S(=O)(=O)c3ccc(Cl)cc3)cc2N1 (stereo not given)	-4%	-9%	1%	8	0	-6%	1.6	57	0.8%	0.3%	i	-16
O=C(CN1CCCC1)NCc1ccccc1	-8%	2%	6%	x	x	-16%	-0.8	58	-0.7%	0.2%	x	x	Dengue-2 NS5 capping pilot replicate=-0.3
COC(=O)C1CCCCN1C(=O)c1cc(COc2cccc3cccnc23)on1 (stereo not given)	-10%	5%	15%	x	x	-5%	0.3	108	1.0%	0.0%	x	x
O=C1CSc2ccc(C(=O)N3CCN(c4ccccn4)CC3)cc2N1	1%	5%	-1%	30	19	-11%	-1.1	74	-1.4%	0.0%	i	4
CC(C)C(=O)NCCc1nc2ccccc2n1CCCOc1ccc(Cl)cc1	-3%	5%	-2%	70*	3.0*	-8%	2.5	35	1.2%	-0.5%	i	-7
C1CCN=C(Nc2nn[nH]n2)CC1	-10%	-6%	8%	14	1	-7%	0.8	88	1.9%	-0.4%	i	-10
CCCN1C2CCCC1CC(NC(=O)C1CCCCC1)C2 (stereo not given)	-8%	-8%	-2%	-14	3	-18%	0.1	88	0.6%	-0.8%	i	-12
CCOc1ccc(CCNC(=O)COC(=O)c2sccc2C)cc1OCC	x	1%	x	x	x	x	1.4	54	-1.8%	0.2%[50 µM]	x	x
O=C(Nc1cccc(NC(=O)c2cccs2)c1)c1ccc(F)cc1	-1%	0%	12%	x	x	1%	0.2	72	6.5%	0.1%	x	x
CC(C)C12CN3CC(C(C)C)(CN(C1)C3c1ccccc1)C2O (stereo not given)	-5%	-3%	1%	0	5	27%	-0.8	44	-0.6%	0.6%	i	0
CCOC(=O)C1CCN(Cc2cn[nH]c2-c2ccc(C)cc2)CC1	2%	1%	-8%	-9	-4	-16%	-0.3	79	-0.8%	1.1%	i	5

(further entries)
SMILES	LYP phosphatase	Dengue-2 NS5 capping	AID2073	WT yeast gro inh	WT yeast gro inh mutant strain	GPR35 arrestin U2OS	NTR1 agonist	NTR1 agonist cell count 20 µM	RSV antiviral HEp-2	K1F lysis inhibition	Autophagy HCS	Autophagy HCS cell loss 18 h	others
CCN1CCC2(CC1)N=C(c1ccc(F)cc1)C(=S)N2C(=O)c1ccc(C)cc1	-4%	-3%	-29%	-5	-11	-8%	-1.0	52	-0.1%	4.0%	i	4
CCCCNc1c2c(nc3c(-c4ccccc4)c(C)nn13)CCC2	5%	0%	23%	1	7	28%	18	62	0.2%	5.7%	i	3
CC(=O)N1C(C)(C)CC(=NOC(=O)c2ccccc2)CC1(C)C	-1%	4%	4%	-11	-5	12%	1.1	37	-1.2%	-0.3%	i	14
Cn1c(CCC(=O)OCC(=O)NCc2ccccc2Cl)nc(=O)c2ccccc21	-8%	-9%	9%	7	-11	7%	0.6	59	0.8%	0.3%	i	8
COc1ccc(Cn2c(=O)sc3ccccc32)cc1	-8%	-15%	-1%	-14	-10	10%	-0.2	81	0.4%	0.0%	i	-1
CCC1(C)NC(=O)N(CC(=O)N2N=C(c3ccccc3)CC2c2ccc(OC)cc2)C1=O (stereo not given)	2%	-6%	20%	-11	4	13%	0.3	65	0.4%	0.7%[50 µM]	i	4
OCC1CCCN(C(=S)Nc2ccc(Oc3ccccc3)cc2)C1 (stereo not given)	-2%	x	-20%	12	15	-11%	1.0	19	1.0%	0.5%	i	20
O=C(NC1CCCCC1)Sc1ccc(Cl)cc1	-8%	-7%	1%	6	26	14%	4.9	64	0.2%	-1.2%	i	2
COc1ccc2nc(NC(=O)C3CCN(C(=O)c4ccc(F)cc4)CC3)sc2c1	-3%	-1%	13%	x	x	12%	-0.4	57	11%	-0.2%	x	x
Cc1nc(NC(=O)c2ccccc2)sc1-c1csc(Nc2ccc(Cl)cc2Cl)n1	6%	x	0%	10	17	-8%	0.7	89	-1.9%	x	i	-7
c1coc(-c2nnc(-c3ccco3)nn2)c1	-9%	23%	18µM*	x	x	-12%	2.5	36	-1.1%	-2.2%	x	x
O=C(c1ccc(Cl)cc1[N+](=O)[O-])N1CCc2ccccc2C1	-7%	-1%	13%	4	-1	1%	-0.4	29	0.4%	-0.5%	i	14
Cc1ccc(C(=O)Oc2ccccc2N2C(=O)C3CCCCC3C2=O)cc1 (stereo not given)	-1%	-3%	19%	-1	-1	2%	-0.9	48	-1.0%	0.0%	i	4	Dengue-2 NS5 capping pilot replicate=-3.6
Cc1ccc2nc3n(c(=O)c2c1)CCC3	-7%	0%	2%	11	21	-9%	0.5	50	-0.7%	1.3%	i	-7
O=C(Nc1ccc(N2CCCCC2)cc1)c1ccccc1	-2%	-8%	-1%	10	20	1%	-0.4	45	4.8%	-0.1%	i	6
CN(C)C1(CNC(=S)Nc2ccccc2C(F)(F)F)CCCCC1	-7%	1%	5%	3	23	-2%	-0.2	31	-0.2%	-0.5%	i	10
CN(CC(=O)NC1CCCCCC1)S(=O)(=O)c1ccc(F)cc1	-7%	-5%	6%	x	x	4%	-0.5	51	1.4%	0.1%	x	x
COc1ccccc1NC(=O)N1CCN(c2cccc(C(F)(F)F)c2)CC1	-2%	-8%	-2%	37	14	-5%	0.1	84	u	0.5%	i	10
COc1ccc(NC(=O)CSc2nc(N3CCCCC3)nc(N3CCCCC3)n2)cc1	0%	-2%	31%	-8	32	3%	12	49	1.8%	-1.8%	i	1
Cc1c(=O)n(OCc2ccccc2F)c2ccccc2[n+]1[O-]	-9%	2%	0%	-2	0	-6%	-3.1	83	6.9%	0.7%	i	5
CCC(C)c1ccc(S(=O)(=O)N2CCN(C(C)CC(=O)O)CC2)cc1 (stereo not given)	-9%	-1%	32%	7	-4	-5%	0.6	53	0.3%	0.1%	i	5
COc1ccc(/C=N/NC(=O)c2cc(C34CC5CC(CC(C5)C3)C4)[nH]n2)cc1O	6%	-5%	-7%	9	13	10%	15	63	-0.1%	-0.8%	i	12
O=C(NCc1ccncc1)C1CCCN(S(=O)(=O)c2ccc(Br)cc2)C1 (stereo not given)	-10%	-3%	4%	x	x	7%	0.0	67	0.1%	-0.1%	x	x
COc1ccccc1NC(=O)c1nc(S(=O)(=O)Cc2ccccc2)ncc1Cl	-10%	-54%	-48%	x	x	-7%	11	61	4.3%	0.3%	x	x

Part of the list above in order of length of the SMILES, descending:
SMILES	LYP phosphatase	Dengue-2 NS5 capping	AID2073	WT yeast gro inh	WT yeast gro inh mutant strain	GPR35 arrestin U2OS	NTR1 agonist	NTR1 agonist cell count 20 µM	RSV antiviral HEp-2	K1F lysis inhibition	Autophagy HCS	Autophagy HCS cell loss 18 h	others
CCC1(C)NC(=O)N(CC(=O)N2N=C(c3ccccc3)CC2c2ccc(OC)cc2)C1=O (stereo not given)	2%	-6%	20%	-11	4	13%	0.3	65	0.4%	0.7%[50 µM]	i	4
COc1ccc2nc(NC(=O)C3CCN(C(=O)c4ccc(F)cc4)CC3)sc2c1	-3%	-1%	13%	x	x	12%	-0.4	57	11%	-0.2%	x	x
COc1ccc(NC(=O)CSc2nc(N3CCCCC3)nc(N3CCCCC3)n2)cc1	0%	-2%	31%	-8	32	3%	12	49	1.8%	-1.8%	i	1
O=C(NCc1ccncc1)C1CCCN(S(=O)(=O)c2ccc(Br)cc2)C1 (stereo not given)	-10%	-3%	4%	x	x	7%	0.0	67	0.1%	-0.1%	x	x
COc1ccccc1NC(=O)N1CCN(c2cccc(C(F)(F)F)c2)CC1	-2%	-8%	-2%	37	14	-5%	0.1	84	u	0.5%	i	10
CC(=O)N1C(C)(C)CC(=NOC(=O)c2ccccc2)CC1(C)C	-1%	4%	4%	-11	-5	12%	1.1	37	-1.2%	-0.3%	i	14
O=C(Nc1ccc(N2CCCCC2)cc1)c1ccccc1	-2%	-8%	-1%	10	20	1%	-0.4	45	4.8%	-0.1%	i	6
COc1ccc(Cn2c(=O)sc3ccccc32)cc1	-8%	-15%	-1%	-14	-10	10%	-0.2	81	0.4%	0.0%	i	-1
